Assay outcomes: PubChem, several laboratories
SUMO HTRF inh = inhibitors of human SUMOylation (UBC9). P63279. HTRF SUMOylation assay, SAE1/SAE2 + UBC9, in vitro. inhibition, % at 35 µM. hit rate 0.36% among 290,000. AID 2006; in the data active means inhibition above about 50%, passing the limit was not always enough; further: strong numbers were not always called active
IMP-1 inh = blocks Pseudomonas aeruginosa IMP-1 metallo-beta-lactamase; purified IMP-1, nitrocefin hydrolysis, epi-absorbance fluorescence; inhibition, % at 5.6 µM; hit rate 0.45% among 290,000; AID 1556;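 active means inhibition above the mean plus 3 SD of all compounds in the same screening run, cut at about 4.5% in these data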;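 further: 0% = IMP-1 with DMSO and 100% = DMSO wells lacking enzyme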
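assay system = purified recombinant IMP-1 metallo-beta-lactamase enzyme | schedule = 15 min preincubation plus 25 min reaction at 25 °C | signal = Epi-absorbance fluorescence, 480 nm excitation, 530 nm emission | read-out basis = percent inhibition from optical density relative to buffer-blank wells | controls = IMP-1 with DMSO as 0%, enzyme-free DMSO as 100%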
NS3 helicase inh = blocks Hepatitis C virus NS3 helicase unwinding; NS3 helicase DNA unwinding, Cy5 molecular beacon fluorescence; inhibition, % at 10.9 µM; hit rate 0.56% among 290,000; AID 1800;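 active means inhibition above the mean of all tested compounds plus 3 SD, set per campaign, cut at about 35% in these data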;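 further: 0% = DMSO wells and 100% = thioflavine S control wells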
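System: Hepatitis C virus NS3 helicase domain fragment enzyme | Reagent: Annealed dual-labelled DNA beacon duplex, ATP-started | Compound dosing: 10.9 µM single point, 0.8% DMSO | Incubation: 1 h reaction at 25 °C, ATP-initiated | Technique: Cy5 fluorescence | Evaluation: Percent inhibition from t60/t0 fluorescence ratio | Benchmarks: Low DMSO, high thioflavine S at 110 µM | Replication: Singlicate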
IDE act = activators of human insulin-degrading enzyme in cells; hit rate 0.073% among 340,000; activation, % at 5.96 µM; HEK cells, FAbeta-B cleavage, fluorescence polarization; 0% vehicle, 100% cell-free pure enzyme wells;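 active means activation above the mean of all tested compounds plus 3 SD, set per screening campaign, cut at about 17% in these data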
PfM18AAP inh = PfM18AAP enzyme inhibition | hit rate 1.2% among 290,000 | inhibition, % at 7.35 µM | recombinant PfM18AAP, H-Glu-NHMec fluorogenic cleavage;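 active means inhibition above the campaign mean inhibition over all tested compounds plus 3 SD, cut at about 28% in these data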;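 further: 0% = plate median of test compound wells and 100% = 2 mM ZnCl2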
p-CIP stab down = p/CIP protein destabilization; decrease of EGFP signal, % at 10 µM; hit rate 0.01% among 290,000; F442A p/CIP-EGFP cells, EGFP fluorescence, 16 h; Q05BA5;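 active means EGFP signal decrease of at least 30% at 10 µM or well 3 SD below plate mean, unless failing retest; inactive means the rest, including hits failing retest or dose response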; further: some compounds called inactive have numbers as strong as hits; many of its hits are not listed in these tables
DNA FID counter = displaces DNA intercalator in HCV helicase counter-screen; DNA fluorescent intercalator displacement, fluorescence; inhibition, % at 7.9 µM; hit rate 0.17% among 290,000; in the data active means inhibition above about 37%;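 further: 0% = vehicle and 100% = reference compound; higher means more ethidium bromide displaced from hairpin DNA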
IDE cell inh = inhibits human insulin-degrading enzyme in HEK cells; P14735; hit rate 0.41% among 320,000; inhibition, % at 5.59 µM; FAbetaB cleavage, fluorescence polarization; AID 434962;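 active means percent inhibition above the average of all tested compounds plus 3 SD, set per screening campaign, cut at about 16% in these data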;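 further: IDE supplied by intact live HEK cells; FP after avidin binding of uncleaved biotin substrate so inhibition keeps polarization high; 0% = DMSO wells and 100% = 60 µM reference IDE inhibitor Ii1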
VIM-2 inh = inhibitors of Pseudomonas aeruginosa VIM-2 metallo-beta-lactamase | purified VIM-2, nitrocefin hydrolysis, epi-absorbance fluorescence | inhibition, % at 5.6 µM | hit rate 0.89% among 290,000 | AID 1527;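 active means inhibition above the mean of all tested compounds plus 3 SD, cutoff set per screening run, cut at about 7.5% in these data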;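 further: red hydrolysis product quenches plate fluorescence so inhibitors raise well fluorescence; 0% = enzyme with DMSO and 100% = DMSO without enzyme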
Active calls of the source: *; . = not tested or not shown; & = joins results of further samples. Rows are unselected; any-hit rate near 3.6%.

structure,IDE act,SUMO HTRF inh,DNA FID counter,PfM18AAP inh,IDE cell inh,p-CIP stab down,NS3 helicase inh,IMP-1 inh,VIM-2 inh
O=C(NCc1ccc2c(c1)OCO2)c1cc2ccccc2o1,2.4,16.6,-6.6,-1.9,4.6,-6.2,-2.0,2.2,-0.9
O=C(NC1CC1)c1cc2c(s1)-c1ccccc1OC2,-2.1,34.4,-2.2,6.1,1.9,6.4,8.1,-3.9,-1.3
Cc1ccc(N(C(=O)c2csnn2)C(C(=O)NC2CCCCC2)c2ccncc2)cc1 (stereo unspecified),-4.3,-1.8,-17.5,3.5,3.6,-12.9,4.4,-3.5,-2.7
COc1ccc(CCN(Cc2nc3ccccc3c(=O)[nH]2)C(=O)C2CC2)cc1,4.3,18.0,-9.8,2.2,5.0,4.4,4.8,-3.1,-5.2
CCOC(=O)C1CCN(C(=O)c2ccc(N(C)S(C)(=O)=O)cc2)CC1,3.9,0.6,-9.0,-2.5,3.0,-7.8,-4.7,-5.3,-3.2
Cc1cccc(NC(=S)N2CCN(S(=O)(=O)c3ccc(F)cc3)CC2)c1,4.9,0.8,-20.9,-5.7,-4.1,-8.1,-0.8,-1.6,-0.6
CN(CCOc1ccccc1)CC(=O)Nc1ccc([N+](=O)[O-])cc1Cl,3.9,-11.4,-1.0,-1.1,3.4,5.0,-3.8,-3.2,-0.4
Cc1nn(Cc2ccccc2)c(Cl)c1C(=O)OCC#N,0.6,4.5,-10.8,5.8,-0.1,22.0,3.5,-2.8,-3.7
CCN(CC)S(=O)(=O)c1ccc(NC(=O)CNC2CCCCC2)cc1,4.2,10.2,7.5,1.0,1.7,0.7,-4.7,-2.0,-0.9
Cc1[nH]c2ccc(Cl)cc2c(=O)c1CN1CCCC1,1.4,10.6,-2.3,5.2,3.6,-5.9,-2.7,-2.3,-2.6
O=C1NC(C(F)(F)F)(C(F)(F)F)N=C2SC=CN12,-1.4,3.4,-1.7,0.7,8.8,-6.0,1.2,-3.0,-0.2
O=C(C1=C[C@H](c2coc3ccccc3c2=O)C[C@H](OCCCCO)O1)N1CCN(Cc2ccc3c(c2)OCO3)CC1,-5.7,11.1,-29.3,0.1,17.3*,-3.4,-2.1,-2.0,-0.8
COc1ccc(CC2(CO)CCN(S(=O)(=O)c3sccc3C)CC2)cc1,-4.5,-7.2,-22.1,-10.3,0.8,-1.2,-2.1,-1.2,0.3
O=C(O)C[C@]1(C(=O)Nc2ccc(F)cc2)CC(/C=C/c2ccccc2)=NO1,-0.1,10.2,-25.0,-3.9,-0.5,4.1,7.0,-2.6,-2.2
COc1cc(C(=O)NCCNc2nc3ccc(C)cc3cc2C#N)cc(OC)c1OC,-6.0,10.1,-32.0,8.9,1.6,-8.0,1.5,-2.0,-0.3
CCN(CC)S(=O)(=O)c1ccc(C)c(C(=O)Oc2cccc(-c3cnc4ccccc4n3)c2)c1,1.1,-16.4,2.5,2.5,7.1,-5.0,-1.0,-3.0,-3.0
Cc1cccc(-c2nnc(NC(=O)c3ccc(Cl)cc3)o2)c1,3.5,-13.8,-5.7,-20.6,5.9,-5.7,1.5,-1.9,1.6
COc1ccc(NCc2nc3ccccc3n2C)cc1,-1.8,15.6,-4.8,5.9,7.6,-2.5,7.1,-4.3,-2.8
COc1cc(CCC(=O)OCC(=O)Nc2ccccc2F)cc(OC)c1OC,-0.4,-0.1,-12.8,-1.0,-0.4,-2.6,7.3,-0.5,0.9
O=C(OCC(=O)c1ccco1)c1ccc2ncsc2c1,3.1,7.2,1.6,1.2,-2.2,2.8,-5.0,-2.1,-3.6
CC(C)(C)Nc1nc(NCc2cccnc2)nc(N2CCOCC2)n1,-5.4,19.5,-7.6,-1.9,-0.1,-3.8,-1.1,-1.1,-3.2
COc1cccc(C2=NOC(C(=O)NCCN3CCOCC3)C2)c1 (stereo unspecified),-7.8,24.3,-2.5,0.1,2.2,-1.9,-11.2,-2.7,-3.0
Cc1ccc(CN2C(=O)NC(Cc3c[nH]c4ccccc34)C2=O)cc1 (stereo unspecified),0.5,7.2,6.4,-2.4,3.9,1.2,-18.1,-0.2,1.4
O=C(/C=C/c1ccc(Cl)cc1Cl)Nc1cccc(S(=O)(=O)NC2=NCCC2)c1,-0.6,-7.1,-4.0,-1.5,0.8,5.0,-1.3,-3.5,-5.1
O=C(N=C1c2ccccc2CN1c1ccc(F)c(Cl)c1)c1cccnc1Cl,.,-24.5,-2.2,-8.2,-1.6,15.3,-3.5,-0.9,-0.1

(further entries)
structure,IDE act,SUMO HTRF inh,DNA FID counter,PfM18AAP inh,IDE cell inh,p-CIP stab down,NS3 helicase inh,IMP-1 inh,VIM-2 inh
Cc1oc(-c2ccccc2Cl)nc1CS(=O)(=O)CC(=O)N1CCOCC1,0.5,33.3,-15.2,-1.4,8.5,-5.1,-5.0,-2.8,-3.8
Cc1cc(C)n2cc(-c3ccc(Cl)cc3)c(C(=O)O)c2n1,-3.6,3.6,-4.0,4.6,1.5,2.9,-6.9,-2.9,-2.5
COc1cccc(C(=O)NCC(=O)N2CCC3(CC2)NCCc2[nH]cnc23)c1OC,2.0,.,0.9,-0.6,5.2,0.2,1.6,-0.9,-0.9
COc1cccc(CNC(=O)Cn2cccc2C(=O)c2ccccc2C)c1,-3.4,.,-38.0,3.4,3.8,4.0,1.4,-2.0,-4.8
O=C(Cn1c[n+](CC(=O)c2ccc([N+](=O)[O-])cc2)cn1)c1ccc([N+](=O)[O-])cc1,-3.4&1.9,12.2&14.7,6.6&7.9,63.7*,3.5&-4.4,-11.1&0.0,1.4&-19.4,-2.6&-2.5,-1.3&-0.2
O=c1c(C(c2c(O)nc3n(c2=O)CCS3)c2cccc3ccccc23)c(O)nc2n1CCS2,-0.1,17.2,-2.1,-3.7,-0.2,-4.7,9.2,-1.2,-1.4
COc1ccc(N(CC(=O)NCCC2=CCCCC2)S(=O)(=O)c2ccccc2)cc1,2.2,20.2,-23.8,-1.1,-2.8,-21.6,5.7,-2.5,-3.4
O=[N+]([O-])c1ccccc1/C=C/C=N/n1c(-c2ccco2)n[nH]c1=S,0.1,-0.7,-12.7,32.3*,3.1,-8.1,4.9,-2.1,9.8*
COCCNC(=O)Cn1cc(/C=C(\C#N)C(=O)NC2CCCC2)c2ccccc21,-3.4,1.6,-22.7,12.9,2.3,27.6,-5.8,-1.2,1.6
CCCCCn1c(SCC#N)nc2cc(C(=O)NCC3CCCO3)ccc2c1=O (stereo unspecified),4.1,17.7,-3.0,2.1,-2.4,-20.3,-26.9,-0.6,-1.2
COCCCNC(=O)CC(=O)N/N=C\c1ccc(SC)cc1,-2.2,12.9,-9.1,-11.4,4.2,11.2,5.9,-1.8,-3.5
C=CCSc1nnc(N2C(=O)C(O)=C(C(=O)c3ccco3)C2c2ccc(F)cc2)s1 (stereo unspecified),-4.9,14.2,-15.7,-2.6,-3.3,-15.4,23.6,0.6,0.7
CCc1ccc(NC(=O)c2ccc(OC)c([N+](=O)[O-])c2)cc1,-2.8,-7.2,10.8,-0.8,5.1,-13.8,-8.1,-2.8,-1.3
Cc1ccccc1NC1=NS(=O)(=O)c2ccccc21,-5.4,10.2,-4.5,1.7,-4.1,-8.0,0.2,-2.9,-1.7
Cc1cc(Cl)c(OCCCNCc2ccccc2)c(Br)c1,5.5,1.4,31.1,14.7,-1.4,-1.9,-69.4,-3.9,0.4
C=CCn1c(SCC(=O)Nc2ccc(F)cc2)nc2cc(C(=O)O)ccc2c1=O,2.3,11.4,-25.4,-0.8,-0.7,-1.9,-1.3,-2.6,-2.1
O=C1NN(c2ccccc2)C(=O)/C1=C\c1ccc(-c2cc([N+](=O)[O-])ccc2O)o1,0.5,8.4,4.3,4.3,.,2.2,21.4,-4.6,-6.5
COc1cc(CC(=O)NCC2COc3ccccc3O2)cc(OC)c1OC (stereo unspecified),1.7,12.7,-13.5,-6.2,-5.3,-2.6,-1.0,-2.4,-2.4
O=c1oc2c(CN3CCOCC3)c(O)ccc2c2c1CCCC2,-5.8,44.8,-1.1,-7.4,5.3,2.0,14.1,1.5,2.6
Cc1ccc(C)c(N=Nc2ccc(O)c3ncccc23)c1,-2.7,-16.7,-14.1,-1.1,-5.0,-3.1,5.5,-2.8,-2.9
COc1cc(SC)ccc1C(=O)NCCNC(=O)c1nonc1N,6.6,-15.5,-7.7,0.6,1.6,13.2,1.8,-1.8,-2.6
CCCCCCCn1c(=N)n(CC(O)c2ccco2)c2ccccc21 (stereo unspecified),-0.2,-2.3,33.9,-3.8,-1.2,-6.8,-62.3,-4.2,-1.2
COc1ccc(C(=O)O/N=C(\N)c2ccccc2)c(OC)c1,2.7,-1.6,-12.0,-1.4,0.7,1.6,-9.7,-1.4,-7.3
O=C1NN(c2cccc(Br)c2)C(=O)/C1=C/c1cccs1,-3.6,16.9,-9.3,10.5,2.1,-9.7,26.9,-2.1,-3.2
CCC1CCCCN1Cc1cc(OC)c(O)c([N+](=O)[O-])c1 (stereo unspecified),.,-5.2,2.3,-8.6,3.6,0.8,-7.7,-1.1,1.9

(continued)
structure,IDE act,SUMO HTRF inh,DNA FID counter,PfM18AAP inh,IDE cell inh,p-CIP stab down,NS3 helicase inh,IMP-1 inh,VIM-2 inh
COc1cc(CN(C(=O)c2ccco2)c2ccc(C)cc2)ccc1O,-3.8,18.4,-22.3,-0.1,1.1,-5.7,-1.5,-4.7,-1.2
O=C(Cc1cccc2ccccc12)Nc1ccc(OC(F)F)c(Cl)c1,-0.6,-10.4,4.5,0.0,-5.5,2.8,0.4,-3.2,-0.8
COc1ccc(S(=O)(=O)N2CCOCC2)cc1NC(=O)Cc1coc2cc(C)c(C)cc12,1.3,-4.7,-34.9,-3.3,3.2,-4.8,-14.4,70.5*,-1.2
Cc1ccccc1NC(=O)n1ncc2cc(Cl)ccc21,6.6,20.0,2.1,-3.8,-0.5,-17.3,2.5,-0.6,-0.3
